# Cdc25B block = inhibitors of human Cdc25B phosphatase; recombinant Cdc25B, OMFP fluorescence Ex485/Em525; 0.1% of 65,000 active; P30305; inhibition, %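 (compounds tested at 10 µM final in the well)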; in the data active = inhibition above about 50%
# MKP-1 inh = blocks human MKP-1 phosphatase activity; 0.15% of 65,000 active; P28562; recombinant MKP-1, OMFP hydrolysis fluorescence; inhibition, %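 (compounds tested at a single concentration somewhere between 10 and 100 µM)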;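 active = inhibition above about 50%, limit read from the data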;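 note: 0% = DMSO max control wells and 100% = wells with enzyme stopped by NaOH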
# E coli RNAP = inhibitors of Escherichia coli RNA polymerase; E. coli RNA polymerase, fluorescence transcription assay; inhibition, %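 (tested at 10 µM)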; 0.2% of 62,000 active; in the data active = inhibition above about 20%;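 note: 0% = enzyme without compound and 100% = no enzyme blank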
# CatB inh = inhibitors of human cathepsin B | P07858 | purified cathepsin B, fluorogenic substrate, fluorescence | inhibition, %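 (tested at 10 µM)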 | 0.1% of 63,000 active | AID 453; in the data active = inhibition above about 21%;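 note: 0% = enzyme with no compound and 100% = no enzyme blank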
# AP ELISA ortho = alternative pathway complement inhibition, orthogonal assay | inhibition, % at 5 µM | Human serum alternative complement pathway, LPS-coated ELISA, C3 deposition; tested in compound mixtures | 0.08% of 62,000 active | AID 1235;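 active = inhibition above 30% in each of the two pooled mixtures holding the compound, so the lower value exceeds 30%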;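 note: 0% = serum in Mg-EGTA without compound and 100% = EDTA serum blank; some compounds past the cut are filed as inactive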
#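 Test system – human serum alternative complement pathway, C3 deposition on LPS-coated wells · Buffer or medium – diluted human serum in Mg2+-EGTA GVB++ · Compound dosing – 5 µM each compound, pools of ten, 50 µM per pool · Schedule – 1 h serum-compound exposure at 37 °C · Measured by – Anti-C3 ELISA, OD 450 nm · Read-out basis – percent inhibition of C3 deposition onto LPS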
# tolC growth inh = E. coli tolC mutant growth inhibition. growth inhibition, % at 10 µM (by protocol). AID 573. 2.2% of 65,000 active. E. coli BW25113 tolC mutant growth, OD615;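 active = growth inhibition at or above a cutoff equal to the mean over every tested compound plus 3 SD, cut at about 60% in these data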;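 note: growth measured after 20 h incubation at 37 °C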
#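 Test system: tolC-deleted E. coli BW25113 | Medium: LB with kanamycin 50 µg/mL | Compound dosing: Single concentration, 10 µM final per compound | Schedule: 37 °C, 20 h exposure | Measured by: OD at 615 nm | Evaluation: Percent growth inhibition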
# D1 mod = D1 dopamine receptor (human) allosteric modulation. P21728. HEK293 D1, CRE-luciferase, dopamine EC30 potentiation; actives deviate in either direction. B-score at 10 µM. 5.9% of 58,000 active. AID 641;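 active = luminescence count or its row- and column-corrected plate score outside the 99.7% band of the plate's sample wells, on either side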
# CatB mix inh = human cathepsin B inhibition by mixtures | 0.06% of 62,000 active | P07858 | Purified cathepsin B, AMC dipeptide fluorescence, compound mixtures | inhibition, %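 (ten-compound pools at 5 µM per compound and 50 µM total)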 | AID 488; in the data active = inhibition above about 22%, passing the limit was not always enough;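 note: 0% = enzyme without compound and 100% = no enzyme blank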
# Hsp90 inh = displaces geldanamycin probe from tumor Hsp90 | P07900 | NCI-N417 lysate Hsp90, Cy3B-geldanamycin FP displacement | inhibition, % at 30 µM | 0.35% of 64,000 active | AID 429;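 active = inhibition above 50%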;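 note: 0% = tracer plus lysate wells and 100% = tracer alone without lysate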
# * = called active by the depositor; nt = no result given.
smiles	Cdc25B block	MKP-1 inh	E coli RNAP	CatB inh	AP ELISA ortho	tolC growth inh	D1 mod	CatB mix inh	Hsp90 inh
Cc1onc(-c2ccccc2)c1C(=O)Nc1ccccc1C#N	1	1	-5	2	7	1	-4.7*	1	-2
Cc1ccc2nc(NC3=NCN(Cc4ccco4)CN3)nc(C)c2c1	0	-6	-7	-8	8	12	-2.8	-2	-2
Cc1cc(/C=N/n2cnnc2)c(C)n1-c1ccc(OCc2ccccc2F)cc1	-8	15	4	-8	12	43	-2.5	0	9
COc1ccc(NC(=O)CN(c2cc(C)cc(C)c2)S(=O)(=O)c2c(C)n[nH]c2C)cc1	-6	-9	6	2	10	-2	0.31	1	0
N#CC1=C(N)Oc2n[nH]c(-c3ccccc3)c2C1c1cccc(OC(=O)N2CCOCC2)c1 (stereo not drawn)	1	26	3	1	16	14	2.6	5	-4
N#CC1(C#N)C2=C(CCCC2)NC(c2ccccc2)C1(C#N)C#N (stereo not drawn)	19	17	5	-1	24	10	-0.83	6	-13
CCC(=O)Nc1c(C)ccc2nsnc12	-28	-2	1	-1	-1	14	-0.62	-1	-4
CS(=O)(=O)NCC(c1cccnc1)N1CCN(c2ccc(F)cc2)CC1 (stereo not drawn)	14	-6	0	3	-4	0	-0.48	-3	-2
C#CCNc1nc(CC)nc2c1nnn2Cc1ccccc1F	-4	4	9	2	-16	-1	5.9*	-1	-2
CN(C)C(=O)c1cc(S(=O)(=O)N(C)C)c(Cl)cc1N1CCCC1	2	-3	7	5	8	-17	-0.2	4	-3
CC1Cc2ccccc2N1S(=O)(=O)c1cccc(C(=O)NC2CC2)c1 (stereo not drawn)	-7	6	-1	0	5	18	nt	-2	-4
CCSC1=C(C#N)C(c2cccc(OC)c2)CC(=O)N1 (stereo not drawn)	6	11	5	1	0	-24	-0.52	-9	-1
Clc1ccccc1CSc1nnc(-c2ccco2)c(-c2ccco2)n1	-26	-12	9	7	nt	10	nt	nt	-5
COc1ccc(N(C(=O)c2ccco2)C(C(=O)NC2CCCC2)c2ccc(N(C)C)cc2)cc1 (stereo not drawn)	0	24	5	-1	8	-1	nt	-6	-1
O=C(CCn1nnc2ccccc21)Nc1nnc(COc2ccc(F)cc2)s1	2	17	4	-2	12	-12	-0.66	-1	0
COc1ccc(-n2nnnc2SCC(=O)Nc2ccc3c(c2)OCCO3)cc1OC	5	14	7	-3	10	4	2.1	7	-1
Cc1noc(/C=C/N(C)C)c1S(=O)(=O)N1CCCC(C(=O)N2CCCCC2)C1 (stereo not drawn)	-2	-5	6	3	1	-13	0.025	3	-1
O=C(Cn1cnc2ccccc2c1=O)NCC(=O)N1CCN(Cc2ccc3c(c2)OCO3)CC1	6	20	1	-7	13	1	0.023	2	0
O=S(=O)(NCc1ccccn1)c1cccc2nsnc12	-1	9	nt	nt	nt	-10	0.57	nt	1
COc1cc(NC(=O)C(C)Oc2ccccc2)c(C(=O)O)cc1OC (stereo not drawn)	-16	-1	5	4	10	8	0.27	5	2

# Three entries from above, ordered by molar mass, lowest first.
smiles	Cdc25B block	MKP-1 inh	E coli RNAP	CatB inh	AP ELISA ortho	tolC growth inh	D1 mod	CatB mix inh	Hsp90 inh
Cc1ccc2nc(NC3=NCN(Cc4ccco4)CN3)nc(C)c2c1	0	-6	-7	-8	8	12	-2.8	-2	-2
COc1ccc(NC(=O)CN(c2cc(C)cc(C)c2)S(=O)(=O)c2c(C)n[nH]c2C)cc1	-6	-9	6	2	10	-2	0.31	1	0
COc1ccc(N(C(=O)c2ccco2)C(C(=O)NC2CCCC2)c2ccc(N(C)C)cc2)cc1 (stereo not drawn)	0	24	5	-1	8	-1	nt	-6	-1

# Going on with the list.
smiles	Cdc25B block	MKP-1 inh	E coli RNAP	CatB inh	AP ELISA ortho	tolC growth inh	D1 mod	CatB mix inh	Hsp90 inh
CCOC(=O)C1CCN(C(=O)Nc2ccc3c(c2)nc(C)n3C)CC1	-11	0	5	-1	2	-14	-0.95	9	-2
C=CCN1CCN(C(c2ccc(Cl)cc2)c2nnnn2CCc2ccc(OC)c(OC)c2)CC1 (stereo not drawn)	-12	6	8	3	9	-10	nt	10	-1
Nc1c(C(=O)Nc2ccccc2)sc2nc(-c3ccco3)ccc12	17	1	6	0	27	12	-0.46	1	-15
CCOC(=O)c1ccc(Oc2cc(C)nc(SC)n2)cc1	-8	-7	-3	3	11	47	3*	-1	-1
CCn1cc(C(=O)NCc2ccccc2OC)c(=O)c2cc(S(=O)(=O)N(C)C)ccc21	-9	16	6	6	10	-5	7.8*	4	-1
O=c1cc(CSc2ccccn2)[nH]c(=O)[nH]1	3	3	3	2	12	-16	0.41	6	-2
Cc1cc(=O)oc2cc(OCC(=O)NCCc3nc4ccccc4[nH]3)ccc12	6	16	5	3	-6	2	3.2*	4	-3
CCOC(=O)CSc1nnc(CNC(=O)c2ccc(OC)c(OC)c2)n1C	-1	4	2	4	12	1	-0.3	-2	-1
Cc1cc(-c2ccccc2N)n[nH]1	9	-20	6	5	3	-10	0.36	4	-3
CC(=O)N1CC=C2C(C#N)=C(N)C(C#N)(C#N)C(CCc3ccccc3)C2C1 (stereo not drawn)	12	26	3	1	8	10	0.59	1	-5
CCOc1ncccc1C(=O)Oc1ccc2c(c1)OCO2	-11	1	4	2	0	-10	3.2*	-3	0
COCCCNc1ccnc2c(Cl)cccc12	-5	-7	12	1	7	-12	-1.6	5	0
O=C(CCSc1nc(-c2ccco2)cc(C(F)(F)F)n1)N1CCN(c2ccccn2)CC1	-13	13	2	0	10	60	-1.2	6	-6
Cc1nnc(SCCn2c(N3CCC(Cc4ccccc4)CC3)nc3c2c(=O)[nH]c(=O)n3C)s1	-14	17	1	4	3	5	0.42	5	-7
CSCCC(NC(=O)C1CCC(C)CC1)C(=O)NCc1ccco1 (stereo not drawn)	-5	0	-2	0	12	-5	-0.0057	0	-5
CC(NC(=O)NC(N)=O)(C(F)(F)F)C(F)(F)F	-27	-12	-7	-3	nt	11	nt	nt	2
CC(=O)c1cccc(NC(=O)Nc2cc3sccc3n2C)c1	18	39	0	3	14	11	nt	1	-17
C=C(C)c1cccc(C(C)(C)NC(=O)N2CCCC(C(N)=O)C2)c1 (stereo not drawn)	-4	-3	6	1	-3	-9	-0.071	1	-5
O=C(Nc1ccc2c(c1)nc1n2CCSC1)c1ccccc1	-30	-9	7	3	4	-4	-3.7*	4	0
c1ccc2c(c1)nc1sccn12	6	-14	12	5	1	-10	-0.036	3	-4
O=C1CC(c2ccccc2)n2nc(NC(=O)C3CCCO3)nc2N1 (stereo not drawn)	6	21	2	-5	10	nt	-0.82	3	0
CSC1=C(C#N)C(c2ccccc2Cl)C2=C(CCCC2=O)N1 (stereo not drawn)	4	-19	7	3	20	-7	0.087	2	-1
N#Cc1cccc(CSc2nnc(CCCO)n2-c2ccccc2)c1	1	6	-1	-2	14	-3	0.29	22	0
Cc1ccc2nc(C3CCCN(C(=O)NCc4ccccc4)C3)[nH]c2c1 (stereo not drawn)	-2	16	nt	3	10	15	-0.44	4	-5
O=c1cc(CSc2nnc(-c3ccccc3)o2)c2ccccc2[nH]1	-17	-3	2	6	29	-2	0.47	7	0
C=CCNc1ncnc2c1cnn2-c1ccc(C)cc1C	-3	0	-9	-2	16	-6	-1.3	-1	-2
CCOC(=O)C1CCN(C(=O)COC(=O)COc2ccccc2OC)CC1	-11	5	5	6	0	-21	-0.52	0	-2
O=C(O)CC(NC(=O)c1ccccc1NC(=O)c1ccccc1)C(=O)O (stereo not drawn)	0	-4	-9	1	-19	-5	-0.29	4	-2
O=C(c1cccs1)N1CCCC(c2ccccc2)C1 (stereo not drawn)	-8	-2	4	6	18	8	0.46	3	1
O=C(CS(=O)(=O)c1cn(Cc2ccc(Cl)cc2)c2ccccc12)N1CCOCC1	-2	12	-5	1	7	3	-0.019	-13	-3
COCCn1c(SCC(=O)Nc2ccccc2)nc2c1c(=O)[nH]c(=O)n2C	-2	6	6	1	6	-7	nt	5	-5
O=C(Nc1ccon1)c1cccc(S(=O)(=O)N2CCCC2)c1	-3	0	-12	-2	17	2	-1.4	-4	-10
Cc1nc(C)n(CC(O)COc2ccc3cc(Br)ccc3c2)n1 (stereo not drawn)	-7	3	-1	0	10	21	-1.1	-2	-3
CCC(C(=O)Nc1nccs1)(C(F)(F)F)C(F)(F)F	-32	-1	8	-1	nt	8	nt	nt	-2
COCCCN1C(=O)C(=O)/C(=C(/O)c2ccc(OC(C)C)cc2)C1c1ccncc1 (stereo not drawn)	-8	-25	7	3	6	-39	-1.3	2	2
CCOC(=O)N1CCN(S(=O)(=O)c2cc(C)c(C)cc2C)CC1	-1	-12	8	-4	13	15	0.82	5	-6
NC(=O)CSc1oc(-c2ccc(F)cc2)nc1S(=O)(=O)c1ccccc1	2	15	7	-6	-1	10	nt	-3	nt
O=S(=O)(c1ccc(Oc2ccc3oc4ccccc4c3c2)nc1)N1CCCC1	29	8	nt	nt	nt	-6	-0.16	nt	0
CCOc1ccc(C2C(C#N)=C(N)SC(N)=C2C#N)cc1OC	-11	0	0	-1	nt	3	6.1*	nt	-19
Cc1cccc(C)c1NC(=O)N1CCC(c2nc3ccccc3o2)CC1	-10	10	-9	2	6	6	0.021	0	1
CCC1CCCCN1CCNC(=O)C1CCN(S(=O)(=O)c2c(C)noc2C)CC1 (stereo not drawn)	1	14	0	-3	1	-3	nt	3	-5
Cc1nnc(NC(=O)CCC(=O)NCc2ccco2)s1	-5	-9	nt	1	23	-11	0.061	1	-2
Cc1cc2c(c(=O)o1)C(C(C)C)C(C#N)=C(N)O2 (stereo not drawn)	5	-8	-1	-1	19	-30	-1.3	4	-3
Cc1nc2ccc3nc(NC(=O)c4ccco4)sc3c2s1	5	28	nt	nt	nt	3	nt	nt	5
CN1CCN(C2=C(Cl)C(=O)N(c3ccc(Cl)cc3)C2=O)CC1	2	14	6	0	-7	-5	-0.1	3	-6
CCOC(=O)N1CCN(c2c(NCCc3ccc(OC)c(OC)c3)c(=O)c2=O)CC1	-14	-2	-1	-2	12	0	-0.072	0	-1
CCN(CC)C(=O)c1csc(Nc2ccc(C)cc2)n1	-15	-4	-1	-3	7	-18	-0.064	-18	0
Cc1ccc(NC(=O)CCc2c(C)nc3ncnn3c2C)nc1	-11	-12	3	-1	15	-12	0.14	3	-6
C=CCN=c1sc(C(=O)OC)cc(=O)n1CC=C	-6	-11	4	2	15	-5	-1.1	-3	-4
Cc1[nH]c(=O)[nH]c(=O)c1S(=O)(=O)N1CCC(C(=O)N2CCN(Cc3ccccc3)CC2)CC1	-7	5	8	-6	20	-26	-0.04	7	-5
O=C(Cn1c(=O)oc2cc(S(=O)(=O)N3CCOCC3)ccc21)N1CCc2ccccc2C1	-10	3	5	4	1	-6	0.39	1	-4
O=C(Nc1ccccc1N1CCN(C(=O)c2ccccc2)CC1)c1cc2ccccc2o1	-3	4	-2	-5	-7	-8	-2.4	-8	-1
COc1ccc(CCNC(=O)c2nnc(Cc3c(F)cccc3Cl)o2)cc1OC	0	6	0	2	13	-13	0.91	2	-4
O=C1Nc2ccccc2C12OCCCO2	-5	-36	4	-1	9	-23	0.59	6	-2
COc1cc2c(cc1OC)CN(C(=O)CC1CC3CCC1C3)CC2 (stereo not drawn)	-4	19	4	-2	-12	7	0.79	6	-1
COC(=O)N1CCN(c2ccc(C(C)=O)cc2)CC1	2	13	10	-2	-13	5	0.59	1	1
O=C(Nc1cccc2c1CCCC2)C1CCCN(S(=O)(=O)c2cccc3nonc23)C1 (stereo not drawn)	3	0	4	5	8	22	0.48	0	-6

# Screening data from PubChem.
